STK33 kinase inh: human STK33 kinase inhibition; Q9BYT3; purified STK33, MBP phosphorylation, ADP-Glo luminescence; inhibition, % at 10 µM; hit rate 0.073% among 320,000; AID 2661;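 active = inhibition at or above 25%, using the most active replicate where run in duplicate; inactive = inhibition below 25%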
Target sequence (Q9BYT3 whole entry, looked up): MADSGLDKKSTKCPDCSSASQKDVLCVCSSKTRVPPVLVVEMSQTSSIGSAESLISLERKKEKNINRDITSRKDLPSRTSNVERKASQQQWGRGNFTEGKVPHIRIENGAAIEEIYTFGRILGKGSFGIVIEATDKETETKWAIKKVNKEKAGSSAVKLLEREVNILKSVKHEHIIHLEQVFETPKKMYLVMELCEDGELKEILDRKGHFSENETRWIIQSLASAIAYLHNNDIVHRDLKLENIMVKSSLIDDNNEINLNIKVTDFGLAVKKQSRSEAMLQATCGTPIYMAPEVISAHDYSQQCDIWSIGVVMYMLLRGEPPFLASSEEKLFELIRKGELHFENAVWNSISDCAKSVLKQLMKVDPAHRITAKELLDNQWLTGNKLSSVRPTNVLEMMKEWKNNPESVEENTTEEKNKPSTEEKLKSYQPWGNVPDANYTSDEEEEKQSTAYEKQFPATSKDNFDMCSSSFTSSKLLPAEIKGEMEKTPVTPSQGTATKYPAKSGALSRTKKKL
OX1R antag: antagonists of human orexin 1 receptor (OX1R); inhibition, % at 6.6 µM; hit rate 1.8% among 330,000; AID 485270; OX1R-expressing cells, FRET antagonist read-out; O43613; in the data active = inhibition mostly above about 38%, no sharp cut-off; inactive = mostly below about 40%;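 also: 0% = agonist challenge alone and 100% = reference antagonist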
Target sequence (O43613 whole entry, looked up): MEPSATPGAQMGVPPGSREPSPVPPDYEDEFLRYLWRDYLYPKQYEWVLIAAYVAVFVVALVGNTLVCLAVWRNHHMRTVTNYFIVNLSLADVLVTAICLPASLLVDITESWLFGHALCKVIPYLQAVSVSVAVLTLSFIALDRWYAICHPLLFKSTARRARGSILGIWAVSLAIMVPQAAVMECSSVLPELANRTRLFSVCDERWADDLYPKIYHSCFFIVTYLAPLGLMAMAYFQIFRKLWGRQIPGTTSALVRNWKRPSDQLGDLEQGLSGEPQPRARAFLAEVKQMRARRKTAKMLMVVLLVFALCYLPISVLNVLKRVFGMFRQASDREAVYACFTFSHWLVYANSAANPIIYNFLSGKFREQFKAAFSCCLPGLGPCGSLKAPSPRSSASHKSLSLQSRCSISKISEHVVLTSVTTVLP
An asterisk follows results filed as active; nt = not tested or not shown; & = joins results of further samples. Compounds as they come; overall some 1.8% were active at least once.

smiles,STK33 kinase inh,OX1R antag
Cc1ccc(C)c(OCC(=O)Nc2ccccc2N2CCCC2)c1,0.1,20
C=CCN1C(=O)c2ccc(C(=O)N3CCN(S(=O)(=O)c4ccccc4Br)CC3)cc2C1=O,-0.1,11
COC(=O)CCC(=O)OC1(C)C(=O)C=C2C=C(C3CC3)OC=C2C1=O (stereo unspecified),1.3,27
CSC1=N/C(=C\c2ccc(F)cc2)C(=O)S1,nt,2
COc1ccccc1CCc1nnc(CCC(=O)NCCCOc2cccnc2)o1,0.2,6
O/N=C1\CC/C(=N\O)c2nn(-c3ccccc3Cl)nc21,-4.7,10
O=C1NC(CCc2ccccc2)C(=O)N1Cc1cccc2ccccc12 (stereo unspecified),2.4,23
Cn1ccsc1=NC(=O)c1ccc(S(C)(=O)=O)cc1,-1.1,4
COc1cc2c(cc1OC)-c1cc(Nc3ccccc3C)nc(=O)n1CC2,1.1,15
COCCn1c(SCC(=O)Nc2ccccc2)nc2c(oc3ccccc32)c1=O,-0.6,14
CCN(CC)C(=O)c1n[nH]c(=O)c2ccccc12,-0.1,6
Cc1ccsc1-c1nc(CSCC(=O)N2CCN(c3ccccc3)CC2)c(C)o1,1.2,38*
O=C(c1ccc(F)cc1)C1CCN(C(=O)c2c(F)cccc2F)CC1,-0.5,8
COc1cc(OC)c(/C=C2\C(=O)Nc3ccccc32)c(OC)c1,-0.9,41*
COC(=O)C1=C(NC(=O)C(C)(C)C)CCS1,-1.7,-6
O=c1[nH]cnc2sc3c(c12)CCC3,0.6,13
O=C(/C=C/c1ccc(S(=O)(=O)NCc2ccco2)cc1)NCc1cccc(Cl)c1,-0.6,43
O=C(COc1ccc2c3c(c(=O)oc2c1)CCC3)Nc1ccc(CCO)cc1,-0.1,20
NC(=S)NN=C1c2cc(OCCN3CCOCC3)ccc2-c2ccc(OCCN3CCOCC3)cc21,-2.1,4
CN(c1cccc(NC(=O)CN(c2cccc(Cl)c2)S(=O)(=O)c2ccc(Cl)cc2)c1)S(C)(=O)=O,-1.0,24
O=C(NCCc1nc(-c2ccccc2Cl)no1)C1CCCCC1,-0.4,29
COCC(=O)N/N=C\c1ccc(OC/C=C/c2ccccc2)c(OC)c1,-0.7,nt
O=C(/C=C/c1ccco1)N(Cc1cccc(F)c1)C1CCS(=O)(=O)C1 (stereo unspecified),-0.2,2
Cc1cc(C)cc(NC(=O)COC(=O)Cn2cnc3c2c(=O)n(C)c(=O)n3C)c1,nt,-4
CCOC(=O)N/N=C(\C)c1ccccc1OC(F)F,nt,4
Cn1c2ccccc2c2nn(-c3ccccc3)c(=O)cc21,-0.6,22
O=C(NCCOc1ccccc1F)c1cc(F)c(F)cc1Cl,-3.2,2
Cc1cc2ncc(-c3cccc(Cl)c3)cn2n1,0.6,30
Cc1ccc2c(c1)N(S(=O)(=O)c1ccc3c(c1)NC(=O)CC(=O)N3)CCO2,nt,11
COc1cc(OC)c(C2N(C)c3ccccc3N2C)cc1OC,-0.7,7
CC1=CC2=NC(=O)/C(=C\c3cc(C)n(-c4ccccc4F)c3C)C(=N)N2O1,0.0,28
COc1ccc(N2CCN(C(=O)Cc3ccc(-n4c(=O)[nH]c5ccccc5c4=O)cc3)CC2)cc1,-1.7,3
COc1cc(C(=O)NCC(=O)N/N=C(\C)Cc2ccccc2)cc(OC)c1OC,0.4,10
Cc1ccc(C)c(NC(=O)CSc2nnc([C@@H](N)Cc3ccccc3)o2)c1,0.0,9
COc1ccc(C(O)P(=O)(OCCC(C)C)c2ccc(N(C)C)cc2)cc1 (stereo unspecified),0.8,0
CN1CCN(c2ccc(S(=O)(=O)N3CCCCC3)cc2NC(=O)COc2ccc([N+](=O)[O-])cc2)CC1,-0.3,9
COc1cc(NC(=O)c2cc(-c3ccc(C)cc3)on2)cc(OC)c1OC,-1.4,12
O=C(NCc1ccccn1)Nc1ccccc1Cl,0.0,8
O=C(NCCN1CCOCC1)c1c(F)c(F)c(F)c(F)c1F,-4.9,9
Cc1cc(C)n2nc(-c3ccc(Br)cc3)cc2n1,0.2,25
Cc1cc(C)n2nc(NCc3ccccc3)nc2n1,-0.5,14
N#Cc1cc2c(nc1SCc1ccccc1)CCC2,-0.5,16
O=C(Nc1ccccc1C(F)(F)F)N1CCC(N2CCCCC2)CC1,-1.5,9
Cc1ccccc1-n1nc2c(c1NC(=O)c1cccc(F)c1)CS(=O)C2 (stereo unspecified),0.5,14
O=C(CCc1ccc(Oc2cc([N+](=O)[O-])cc([N+](=O)[O-])c2)cc1)NC1CCCC1,-1.2,14
O=P(CCCCCCCCCP(=O)(c1ccccc1)c1ccccc1)(c1ccccc1)c1ccccc1,-0.7,26
CS(=O)(=O)N(CC(=O)Nc1cccc(Br)c1)Cc1ccccc1,-15,nt
Cc1oc(-c2ccccc2)nc1CS(=O)CC(=O)NC1CCCC1 (stereo unspecified),-0.2,1
Cc1noc(C)c1C(=O)N1CCCC1,-1.6,1
O=C(OCC(=O)N1CCOCC1)c1ccc(Cl)c(S(=O)(=O)N2CCc3ccccc32)c1,0.0,11

Next records
smiles,STK33 kinase inh,OX1R antag
CC(CN1CCN(C)CC1)OC(=O)c1ccc(Cl)cc1 (stereo unspecified),0.0,25
Cc1cc(C(C)(C)C)ccc1OCCCCN1CCCC1,-2.0,-13
Cc1cccc(C(=O)N/N=C/c2coc3ccccc3c2=O)c1,1.3,13
O=C(CCSc1ccc(Cl)cc1)c1cccs1,-1.1,16
O=C(CCCOc1ccccc1)N1CCCc2ccccc21,-0.2,14
COc1ccc(-c2cn(Cc3ccc(C)cc3)nn2)cc1,-0.2,27
COc1cc2c(cc1OC)C(c1ccc(OC)c(OC)c1OC)CC(=O)N2 (stereo unspecified),-1.3,nt
Cc1cccc(NC(=O)c2sc(-c3ccccc3)nc2-c2ccc([N+](=O)[O-])cc2)c1,0.3,9
COc1cccc(C(=O)NCC(=O)N/N=C/c2cccc(OC(=O)c3ccc([N+](=O)[O-])cc3)c2)c1,-3.4,11
O=[N+]([O-])c1cccc(/C=N/n2c(C3CCCCC3)n[nH]c2=S)c1,0.4,19
CSc1nnc(C)c(=O)n1COC(=O)c1ccc(S(=O)(=O)N(C)C)cc1,-1.2,31
COc1ccc(Cc2c(O)nc(SC)n(C(C)=O)c2=O)cc1,1.5,20
COc1ccc(CNC(=O)C2CCCN2C)cc1OC (stereo unspecified),-0.7,11
COc1ccc(N2CCN(C(=O)Cn3cnc4c3c(=O)n(C)c(=O)n4C)CC2)cc1,-0.9,8
CN(C(=O)COC(=O)c1ccc2ccccc2n1)C1CCCCC1,-0.6,7
O=C(CSc1nnc(-c2c[nH]c3ccccc23)o1)N1c2ccccc2CCc2ccccc21,-0.8,31
NS(=O)(=O)c1ccc(CCn2c(=S)[nH]c3ccccc3c2=O)cc1,-0.1,6
O=C(CCN1C(=O)c2ccccc2C1=O)NC1=NCCS1,0.2,15
O=C(COC(=O)C1CC1)Nc1ccc([N+](=O)[O-])cc1C(F)(F)F,-0.5,20
COc1ccc(C(=O)Nc2ccccc2NC(=O)c2ccco2)c(OC)c1,0.8,5
CCCCN(C)C(=O)c1nc2ccccn2c1CNC1CCC1,-1.7,17
Nc1c(C(=O)NCc2ccco2)c2nc3ccccc3nc2n1CCc1ccc(F)cc1,0.1,8
CC1CCN(c2c(NCC3CCC(C(=O)NC4CCCCCC4)CC3)c(=O)c2=O)CC1 (stereo unspecified),0.1,4
Cc1c(C(=O)N(Cc2ccc(N(C)C)cc2)C2CCS(=O)(=O)C2)oc2ccccc12 (stereo unspecified),-0.5,12
C=C(C)c1cccc(C(C)(C)NC(=O)NCc2ccc(OC)cc2)c1,-2.4,24
O=C(Cn1cc2c(n1)CCCCC2)N1CCc2ccccc2C1,2.0,11
O=C(/C=C/c1cccc([N+](=O)[O-])c1)NCCSc1ccccc1,1.0,15
COC(=O)CC1=C(C(=O)OC)C(c2ccc3c(c2Cl)OCO3)C(C#N)=C(N)O1 (stereo unspecified),-1.3,7
COc1ccccc1CCc1nnc(CCC(=O)NCCOc2cccnc2)o1,0.0,44
O=C(NCc1ccccn1)C1CCC(=O)N1C1CCCC1 (stereo unspecified),nt,24
O=C(COC(=O)c1cc(F)c(F)cc1Cl)NC1CC1,-1.5,18
Cc1cccc(NC(=O)c2nc[nH]c2C(=O)NCC(=O)OCc2ccccc2)c1,2.8,21
CCOC(=O)Cc1csc(NC(=O)CSc2nnc(-c3cccnc3)n2Cc2ccco2)n1,0.2,2
COc1ccc(C(=O)NC2CCN(S(=O)(=O)Cc3ccccc3)CC2)c(OC)c1,-0.8,12
Cc1ccc(NC(=O)COC(=O)c2cccnc2Cl)cc1S(=O)(=O)N1CCCCC1,-1.5,16
Cc1c(C(=O)Nc2ccc3nc(N4CCOCC4)sc3c2)oc2ccccc12,-1.1,26
O=C(Nc1cccc(C(F)(F)F)c1)C1CCCCC1,-0.1,17
O=C(CN1CCN(Cc2ccccc2)CC1)N/N=C/C=C/c1ccccc1[N+](=O)[O-],0.8,21
COc1cc([N+](=O)[O-])ccc1NC(=O)C[n+]1ccccc1,-0.2,42
CCOC(=O)c1[nH]cnc1C(=O)N1CCN(C(=O)OC(C)(C)C)CC1,-1.2,-1
CCOC(=O)Cc1csc(NC(=O)c2c(C)noc2C)n1,-0.6,17
CCCCCCn1c(SCC(=O)c2c(N)n(C)c(=O)n(C)c2=O)nc2ccccc21,1.8,15
COCCN(C(=O)CN1CCN(S(=O)(=O)c2ccc(F)cc2)CC1)c1c(N)n(Cc2ccccc2)c(=O)[nH]c1=O,-0.5,10
O=C(c1cc([N+](=O)[O-])ccc1Cl)N1CCN(c2ccc([N+](=O)[O-])cc2)CC1,-0.7,27
COc1ccccc1NC(=O)CSc1nnc(CNC(=O)c2ccccc2F)o1,0.4,8
CCOc1ccc2nc(C(C)O)[nH]c2c1 (stereo unspecified),-0.6,7
NC(=O)c1ccc2c(=O)n3c(-c4cccs4)csc3nc2c1,-0.3,11
O=C(O)c1ccc(NS(=O)(=O)c2cccc(S(=O)(=O)c3ccc(Cl)c(Cl)c3)c2)cc1,-0.1,-1
Cc1cccc(NC(=O)CSc2nnc(C)c(=O)n2N)c1C,0.6,9
COc1ccccc1C(=O)NC(C)c1ccc(-n2ccnc2)cc1 (stereo unspecified),-0.6,11

Reformatted: two of the compounds above
Values run as follows: STK33 kinase inh, OX1R antag
> COc1ccc(N2CCN(C(=O)Cn3cnc4c3c(=O)n(C)c(=O)n4C)CC2)cc1
 : -0.9, 8
> CCOc1ccc2nc(C(C)O)[nH]c2c1 (stereo unspecified)
 : -0.6, 7

The results go on:
smiles,STK33 kinase inh,OX1R antag
O=C(NC1CCCC1)C(c1c[nH]c2ccccc12)N(C(=O)Cn1nnc(-c2ccc(Cl)cc2)n1)c1ccccc1 (stereo unspecified),-1.0,10
Cc1ncc([N+](=O)[O-])n1CC(=O)Nc1cc(Cl)ccc1Cl,-0.7,1
CCOc1ccc(NC(=S)NC(=O)C2CCCC2)cc1,-0.5,11
Cc1nn(-c2ccccc2)c(C)c1/C=N/N1CCN(c2ccccn2)CC1,0.1,21
CCCCSC(=S)N(C)C1CCS(=O)(=O)C1 (stereo unspecified),1.2,14
O=S(=O)(c1ccc(SCc2cccc(Cl)c2)nc1)N1CCCC1,-2.3,13
COc1cccc(N/C(SCc2ccccc2Cl)=C(/C#N)C(=O)NCc2cccs2)c1,-0.6,13
CCS(=O)(=O)c1nc(S(=O)(=O)c2ccc(C)cc2)c(NCCN2CCOCC2)s1,-0.1,9
OCC[C@H]1C[C@H](O)[C@@H](O)[C@]2(Cc3ccccc3CO2)O1,0.0,8
O=C(c1ccco1)N1CCCC(c2nc3c(nnn3Cc3ccccc3)c(=O)[nH]2)C1 (stereo unspecified),-3.4,4

Pulled one by one from the list above, 3 records:
smiles,STK33 kinase inh,OX1R antag
O=C(CCCOc1ccccc1)N1CCCc2ccccc21,-0.2,14
C=CCN1C(=O)c2ccc(C(=O)N3CCN(S(=O)(=O)c4ccccc4Br)CC3)cc2C1=O,-0.1,11
O=C(CCSc1ccc(Cl)cc1)c1cccs1,-1.1,16

In the list so far, these contain a cyano group:
smiles,STK33 kinase inh,OX1R antag
N#Cc1cc2c(nc1SCc1ccccc1)CCC2,-0.5,16
COC(=O)CC1=C(C(=O)OC)C(c2ccc3c(c2Cl)OCO3)C(C#N)=C(N)O1 (stereo unspecified),-1.3,7
COc1cccc(N/C(SCc2ccccc2Cl)=C(/C#N)C(=O)NCc2cccs2)c1,-0.6,13

(cont.)
smiles,STK33 kinase inh,OX1R antag
CCOC(=O)C(CC)/C(C)=N/NC(=O)c1ccc([N+](=O)[O-])cc1 (stereo unspecified),-0.2,29
CCOC(=O)C1=C(COCCN)NC(C)=C(C(=O)OC)C1c1ccccc1Cl (stereo unspecified),0.0&-0.7&-0.1,12&2&16
CCN(CC)C(=O)CSC1=N/C(=C/c2ccco2)C(=O)N1c1ccc(OC)c(Cl)c1,0.1,6
Cc1nn(C2CCS(=O)(=O)C2)c(C)c1C=O (stereo unspecified),-1.2,1
O=C(N1CCOCC1)N1CCCN(C(=O)N2CCOCC2)CC1,-0.1,12
O=C1CCC(C(=O)Nc2cccc(Br)c2)N1 (stereo unspecified),-0.9,9
CC(=O)Nc1ccc(NC(=O)CSc2ccc(-c3ccco3)nn2)cc1,1.2,13
O=C(NCc1ccccn1)c1nc(Cn2cc([N+](=O)[O-])cn2)no1,-2.1,19
Cc1onc(-c2ccccc2)c1-c1nnc(CN2CCN(S(=O)(=O)c3ccccc3F)CC2)o1,-0.8,2
O=c1[nH]cc(C(F)(F)F)cc1NS(=O)(=O)c1ccc([N+](=O)[O-])cc1,0.4,48
